Compound activity deposited in PubChem by National Center for Advancing Translational Sciences (NCATS).
D1 PAM: enhances dopamine response at the human D1 receptor | 360,000 compounds, 0.036% hits | P21728 | HEK293 TREx D1 cells, calcium flux, dopamine EC20 potentiation | potentiation, % at 10 µM; in the data active = potentiation above about 30%; note: 0% is about no effect
Target sequence (P21728 whole entry, looked up): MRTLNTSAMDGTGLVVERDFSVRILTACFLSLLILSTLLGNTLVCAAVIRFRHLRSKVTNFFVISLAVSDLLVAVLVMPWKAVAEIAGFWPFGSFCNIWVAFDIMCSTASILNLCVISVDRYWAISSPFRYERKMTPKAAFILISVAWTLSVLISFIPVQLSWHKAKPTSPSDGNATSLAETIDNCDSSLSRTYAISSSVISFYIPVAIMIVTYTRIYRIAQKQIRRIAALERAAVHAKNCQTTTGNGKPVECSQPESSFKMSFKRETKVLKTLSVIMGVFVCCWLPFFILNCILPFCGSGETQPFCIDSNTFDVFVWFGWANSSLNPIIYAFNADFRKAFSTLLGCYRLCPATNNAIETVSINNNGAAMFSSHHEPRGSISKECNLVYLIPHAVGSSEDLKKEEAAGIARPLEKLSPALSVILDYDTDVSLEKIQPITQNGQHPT
D1 antagonist: blocks dopamine activation of the human D1 receptor. HEK293 TREx D1 cells, calcium flux, dopamine EC80; hits give low values. activity change, negative = inhibition, % at 10 µM. 360,000 compounds, 3.2% hits. AID 504652; in the data active = activity change below about -30%; note: % is set by controls: 0 for no effect and ±100 for the full control effect
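Allosteric or orthosteric antagonism assessed as attenuation of the calcium response to EC80 dopamine, added 180 s after compound, in induced HEK293 Trex D1 cells loaded with no-wash calcium dye.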
RXFP1 ag: agonists of human relaxin receptor RXFP1; Q9HBX9; HEK293T-RXFP1 cAMP TR-FRET, 30 min; response scale: percent of porcine relaxin response, buffer zero; Potency, µM (titrated, usually from 57.5 µM), inactives show at the highest dose activation, usual class: activators; 370,000 compounds, 0.3% hits; AID 2676; active = well fitted activation curve with a large enough effect; inconclusive = small, poorly fitted or top-dose-only effect; note: potency is the fitted concentration of half-maximal effect; % is set by controls: 0 for no effect and ±100 for the full control effect; nearly all actives have a fitted effect of over 60% in size; many of its hits are not listed in these tables
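Agonist response is measured as cAMP accumulation in an RXFP1-transfected HEK293T line under PDE4 inhibition. Values are scaled between buffer-only and 29 nM porcine relaxin, and EC50s come from standard Hill equation fits.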
TRHR PAM: allosteric enhancers of human TRH receptor | P34981 | TRHR cells, fluo-8 calcium fluorescence, EC20 TRH enhancement | enhancement, % at 2 µM | 360,000 compounds, 0.66% hits | AID 493056; in the data active = enhancement above about 30%; note: 0% is about no effect
Target sequence (P34981 whole entry, looked up): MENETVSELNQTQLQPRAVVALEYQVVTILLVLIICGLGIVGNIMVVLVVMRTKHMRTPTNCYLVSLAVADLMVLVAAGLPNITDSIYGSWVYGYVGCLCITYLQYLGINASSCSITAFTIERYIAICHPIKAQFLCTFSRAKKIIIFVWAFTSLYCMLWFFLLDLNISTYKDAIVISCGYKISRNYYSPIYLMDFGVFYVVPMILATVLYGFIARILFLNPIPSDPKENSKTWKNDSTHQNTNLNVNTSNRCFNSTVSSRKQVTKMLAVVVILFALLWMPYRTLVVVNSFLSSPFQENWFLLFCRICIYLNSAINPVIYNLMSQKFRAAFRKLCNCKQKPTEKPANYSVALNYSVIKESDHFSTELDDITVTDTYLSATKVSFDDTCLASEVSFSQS
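Enhancer read-out: after compound pinning and an initial kinetic agonist-mode read, an EC20 of TRH (10 nM final) was injected and fluo-8 calcium signal (Ex 480/Em 530) followed at 1 s/cycle for 100 cycles in TRHR-expressing cells.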
D1 ag: human D1 receptor agonism. HEK293 T-REx D1 cells, calcium flux, agonist mode. activation, % at 2 µM. 360,000 compounds, 1% hits. AID 504660; in the data active = activation above about 30%; note: 0% is about no effect
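Tetracycline-induced HEK293 TREx D1 cells, force-coupled to calcium signalling, were dye-loaded with a no-wash calcium kit. Compound was pin-added after a 10 s baseline. Fluorescence was read kinetically at 1 cycle/s for 180 s, with calcium rises flagged as agonism.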
D2 ag: agonists of human D2 dopamine receptor; P14416; HEK293 T-REx D2 cells, calcium flux agonist mode; activation, % at 2 µM; 340,000 compounds, 0.53% hits; AID 485358;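 active = activation over 3 SD above normal in the single-dose calcium agonist read, cut at about 30% in these data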; note: 0% is about no effect
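Agonism is scored from calcium flux in a force-coupled, inducible HEK293 cell line expressing D2, read kinetically for 180 s after compound addition against dopamine controls.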
D2 antagonist: antagonizes the human D2 dopamine receptor | P14416 | HEK293 TREx D2 cells, calcium flux, dopamine EC80 | inhibition, % at 10 µM | 340,000 compounds, 2% hits | AID 485344; in the data active = inhibition above about 30%; note: 0% is about no effect
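Measurement of antagonist activity uses fluorescent calcium dye in inducible HEK293 T-REx D2 cells: 10 s baseline, compound addition with 180 s read, EC80 dopamine addition with a further 180 s read.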
RXFP1 antagonist: RXFP1 (human) relaxin receptor antagonism; HEK293-RXFP1, relaxin-stimulated cAMP HTRF, 30 min; hits give low values; activity change, negative = inhibition, % at 57.5 µM; Q9HBX9; AID 1259400; 350,000 compounds, 0.59% hits;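 active = activity change of -60% or lower, but not beyond a set lower limit; inconclusive = change between -60% and -40%, or beyond the set limit; inactive = change above -40%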; note: % is set by controls: 0 for no effect and ±100 for the full control effect
D2 potentiator: D2 dopamine receptor (human) potentiation; HEK293 T-REx D2, calcium flux, EC20 dopamine potentiation; potentiation, % at 10 µM; 340,000 compounds, 0.34% hits; AID 485347;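 active = potentiation over 3 SD above the plate norm, cut at about 30% in these data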; note: 0% is about no effect
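Using a no-wash calcium dye in inducible, force-coupled HEK293 Trex cells expressing D2, we tracked fluorescence each second for 180 s after compound, then for 180 s after EC20 dopamine to detect augmented signalling.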
An asterisk follows results filed as active; ? = inconclusive; / = no result given.

Structure	D1 PAM	D1 antagonist	RXFP1 ag	TRHR PAM	D1 ag	D2 ag	D2 antagonist	RXFP1 antagonist	D2 potentiator
CC(=O)N1CCN(S(=O)(=O)c2cccc(C(=O)Nc3ccccc3N3CCOCC3)c2)CC1	1	-12	0.0%	2	2	2.3	-10	-2	9
NC1=NC(=O)C(CC(=O)Nc2ccc3c(c2)OCO3)S1 (stereo not drawn)	-3	22	-1.6%	1	4	-1.2	1	-17	0
COc1ccccc1NS(=O)(=O)c1cc(NC(=O)c2ccccc2F)ccc1N1CCOCC1	-1	7	0.1%	2	4	-0.1	-2	-4	2
Cn1c(=O)oc2cc(S(=O)(=O)N3CCCC3)ccc21	1	0	0.6%	2	1	/	/	2	/
COc1cc([N+](=O)[O-])ccc1-c1ccc(/C=N/NC(N)=O)o1	-7	11	0.9%	-1	22	1.4	-11	1	6
O=C(COc1ccccc1)NCCc1nc2ccccc2[nH]1	-1	2	0.0%	4	2	-1.5	21	-16	-3
O=C(Cc1ccccc1Cl)N1CCN(c2ccccn2)CC1	-1	5	0.1%	0	3	0.5	-5	-20	1
CC(O)(C#CCN1CCCC1)c1ccccc1 (stereo not drawn)	-1	5	0.4%	12	3	/	/	-8	14
O=C(CNC(=O)c1ccc(Br)cc1)OCC(=O)c1ccccc1	-11	-1	0.4%	-2	-1	-0.2	16	-4	-15
CC(C)C[C@@]12C(=O)N(c3cccc(Br)c3)C(=O)N1[C@H](c1ccc(Cl)cc1)[C@@H]1C(=O)N(C3CCCCC3)C(=O)[C@@H]12	-2	6	-0.8%	-7	7	0.6	-8	/	12
O=C(CCN1C(=O)c2ccccc2C1=O)Nc1ccc(-c2nc3ccccc3o2)cc1	3	-5	10%	-6	7	0.2	-5	1	20
N#Cc1ccccc1S(=O)(=O)N1CCN(CC(=O)NCC2(N3CCOCC3)CCCCC2)CC1	-4	0	0.1%	-1	2	0.8	-8	3	-7
CN(CC(=O)NCCc1ccc(Cl)cc1)S(=O)(=O)c1cccs1	3	-14	3.0%	2	-1	0.0	-4	1	-14
O=C(Nc1cccc(-c2nc3ccccc3s2)c1)c1ccc2c(c1)OCO2	-2	-13	3.6%	7	6	0.5	-7	-9	-10
CC(C)c1nc(SCC(=O)NCC2CCCO2)c2c(=O)n(C)c(=O)n(C)c2n1 (stereo not drawn)	1	10	?	0	0	-0.4	3	6	-1
COc1ccc(C(=O)/C=C/c2cccc(OCc3ccccc3)c2)cc1CSCC(=O)O	-4	10	0.4%	5	5	-1.5	-2	-32	-3
O=C(COC(=O)C1=COCCO1)Nc1ccc(Oc2ccccc2)cc1	-4	3	1.5%	1	2	0.2	5	-7	0
O=C(O)c1ccccc1SCc1cn2ccccc2n1	1	4	2.6%	0	2	0.2	-6	2	2
CC(NC(=O)C(=O)NN=C1CCC(C(C)(C)C)CC1)c1ccccc1 (stereo not drawn)	2	12	-0.6%	1	-1	1.7	-2	/	-8
CCCCc1nc2cc(C(=O)NCCc3cnn(C)c3)ccc2o1	12	-10	2.9%	6	1	0.1	8	4	12
O=C1[C@@H]2[C@@H]3C[C@@H]([C@H]4ON=C(c5ccc(Cl)cc5)[C@@H]34)[C@@H]2C(=O)N1c1ccc2c(c1)OCO2	5	-19	1.4%	5	4	0.2	15	-15	5
Cc1sc2nc(CN3CCOCC3)[nH]c(=O)c2c1-c1ccccc1	-2	17	0.0%	0	2	0.5	-33	-6	-3
CC(C)Cc1nc2n[nH]c(N)c2c2c1CCC2	-2	15	0.7%	-4	0	/	/	-5	/
O=C(CN(Cc1cccs1)C(=O)CNS(=O)(=O)c1ccc(F)cc1)NCc1ccco1	2	4	2.5%	3	0	0.4	15	5	-11
C/C(=N\OCC(=O)Nn1c(C)nc2ccccc2c1=O)c1ccccc1	12	12	-0.2%	1	2	0.0	-27	/	-6

Two entries from above, with two lines to a compound:
Second line of a record: D1 PAM, D1 antagonist, RXFP1 ag, TRHR PAM, D1 ag, D2 ag, D2 antagonist, RXFP1 antagonist, D2 potentiator
Cc1sc2nc(CN3CCOCC3)[nH]c(=O)c2c1-c1ccccc1
  -2, 17, 0.0%, 0, 2, 0.5, -33, -6, -3
CC(C)Cc1nc2n[nH]c(N)c2c2c1CCC2
  -2, 15, 0.7%, -4, 0, /, /, -5, /

Later entries:
SMILES	D1 PAM	D1 antagonist	RXFP1 ag	TRHR PAM	D1 ag	D2 ag	D2 antagonist	RXFP1 antagonist	D2 potentiator
CCc1nc2ccccc2c(=O)n1NC(=O)c1c(O)c2ccccc2[nH]c1=O	11	17	0.1%	2	1	0.0	-19	8	21
Cn1cccc1C(=O)NC(=O)COC(=O)CNC(=O)CNC(=O)c1ccc(Cl)cc1Cl	-6	25	1.8%	2	2	-0.2	-3	-4	-1
Cc1cc(C(F)(F)F)c(C#N)c(SCC(=O)NC2CC2)n1	2	-11	-0.5%	8	2	/	/	1	/
CC(C)(C)OC(=O)N1CC=C2C(C#N)=C(N)C(C#N)(C#N)C(c3cccs3)C2C1 (stereo not drawn)	-3	2	-0.3%	4	10	1.1	5	-14	0
CN(CC(=O)Nc1cccc(F)c1)C(=O)c1cc([N+](=O)[O-])ccc1N1CCCCC1	-4	2	0.5%	5	4	-1.5	42*	-4	0
Cc1ccc(C)c(S(=O)(=O)NCc2ccc(C(=O)N3CCCCC3C)cc2)c1 (stereo not drawn)	-2	1	0.1%	-1	5	-0.4	-11	14	12
COc1ccc(CCNC(=O)COc2ccc(-c3ccccc3)cc2)cc1OC	-10	-18	-2.8%	8	10	3.0	23	5	13
COC(=O)c1c(-c2ccc(Cl)cc2)noc1N1CCN(c2cccc(C)c2C)CC1	-1	-11	8.4%	3	1	1.2	/	2	13
CCCCOC(=O)CCc1c(C)[nH]c(=O)c(C#N)c1C	-1	13	4.8%	-1	8	-0.4	6	-5	8
O=S(=O)(Nc1ccc(S(=O)(=O)N2CCOCC2)cc1)c1ccc(Br)cc1	/	-5	6.1%	9	3	-3.8	3	1	1
Cc1ccc(C)n1CCN1CCN(S(=O)(=O)c2ccc(F)cc2F)CC1	0	-8	1.2%	7	1	/	/	2	/
CCNC(=O)CN1C(=O)NC2(CCOc3ccccc32)C1=O (stereo not drawn)	-8	-8	0.1%	7	1	0.5	19	17	-12
O=C(/C=C/c1ccco1)Nc1ccc2nc3n(c(=O)c2c1)CCCC3	0	6	-0.1%	-4	1	-0.2	-7	-7	26
COc1ccc2cc(-c3cn4c(n3)sc3cc(F)ccc34)c(=O)oc2c1	3	15	3.5%	2	1	-5.5	/	-1	2
COc1ccc2c(c1)Cc1sc(NC(=O)c3cccc(C)c3)nc1-2	-4	-20	6.5%	2	3	-0.4	/	-14	3
CN(C)C(=O)c1ccc(NC(=O)Cn2nc(-c3ccccc3)c3ccccc3c2=O)cc1	1	13	-0.1%	1	4	-0.2	/	-1	-6
c1ccc(C2CC(c3cccs3)=NN2c2ccccc2)cc1 (stereo not drawn)	-3	7	30%	5	13	0.4	-58	6	1
OC(CNCCc1ccc(Cl)cc1)COCc1ccco1 (stereo not drawn)	-3	-6	-0.2%	2	4	0.3	5	-9	8
CC(C)C(=O)Nc1nnc(NC(=S)Nc2ccccc2)s1	11	-7	2.0%	50*	3	0.6	4	-38	-1
CCC(C(=O)NC(C)(C)C)N(C(=O)Cn1nnc(-c2ccccc2F)n1)c1cnc2ccccc2c1 (stereo not drawn)	-7	17	0.2%	0	5	0.4	-11	3	-1
CCCNC(=O)C1(CC2CC(c3ccccc3)=NO2)CCN(C(=O)c2ccccc2)CC1 (stereo not drawn)	-6	-13	1.3%	-2	0	0.1	-2	/	5
Cc1ccc(C)c(N2CCN(C(=O)C3CCN(S(=O)(=O)c4ccc5[nH]c(=O)oc5c4)CC3)CC2)c1	-5	-24	-0.3%	0	3	0.0	/	?	2
O=c1cc(O)c2c(=O)n(Cc3ccccc3)c3ccccc3c2o1	1	6	1.2%	1	2	-0.3	-12	-14	16
C=CCN1C(=Nc2ccccc2)SC/C1=C\C(=O)OC	-6	-1	0.5%	-3	4	-0.2	26	-8	7
O=C(c1c[nH]c(C(=O)C(Cl)(Cl)Cl)c1)c1ccccc1Br	-6	-10	-2.1%	4	3	1.5	10	-9	11
C=C(C(=O)c1ccccc1)C(C)CC(=O)c1ccccc1 (stereo not drawn)	-2	-21	-1.8%	-7	0	-0.8	7	-10	7
COC(=O)c1ccc(NC(=O)c2cc3cc(C)ccc3n2C)cc1	-1	9	0.2%	0	-1	-1.5	/	2	1
CC(C)CC(=O)Nc1ccccc1N1CCN(c2ccccc2)CC1	-3	0	0.4%	7	4	-0.8	21	-8	-5
CCOC(=O)c1cnn(CCOC(=O)Cc2cccs2)c1NC(=O)Cc1cccs1	-2	17	0.5%	-3	1	-0.4	34*	-2	2

Exported field by field: part of the list above
Cn1c(=O)oc2cc(S(=O)(=O)N3CCCC3)ccc21
  D1 PAM: 1	D1 antagonist: 0	RXFP1 ag: 0.6%	TRHR PAM: 2	D1 ag: 1	D2 ag: /	D2 antagonist: /	RXFP1 antagonist: 2	D2 potentiator: /

COc1cc([N+](=O)[O-])ccc1-c1ccc(/C=N/NC(N)=O)o1
  D1 PAM: -7	D1 antagonist: 11	RXFP1 ag: 0.9%	TRHR PAM: -1	D1 ag: 22	D2 ag: 1.4	D2 antagonist: -11	RXFP1 antagonist: 1	D2 potentiator: 6

O=C(COc1ccccc1)NCCc1nc2ccccc2[nH]1
  D1 PAM: -1	D1 antagonist: 2	RXFP1 ag: 0.0%	TRHR PAM: 4	D1 ag: 2	D2 ag: -1.5	D2 antagonist: 21	RXFP1 antagonist: -16	D2 potentiator: -3

O=C(Cc1ccccc1Cl)N1CCN(c2ccccn2)CC1
  D1 PAM: -1	D1 antagonist: 5	RXFP1 ag: 0.1%	TRHR PAM: 0	D1 ag: 3	D2 ag: 0.5	D2 antagonist: -5	RXFP1 antagonist: -20	D2 potentiator: 1

Another view of part of the listing above:
Under each structure – D1 PAM | D1 antagonist | RXFP1 ag | TRHR PAM | D1 ag | D2 ag | D2 antagonist | RXFP1 antagonist | D2 potentiator
- OC(CNCCc1ccc(Cl)cc1)COCc1ccco1 (stereo not drawn)
→ -3 | -6 | -0.2% | 2 | 4 | 0.3 | 5 | -9 | 8
- Cc1ccc(C)n1CCN1CCN(S(=O)(=O)c2ccc(F)cc2F)CC1
→ 0 | -8 | 1.2% | 7 | 1 | / | / | 2 | /

These rows are one share of the data; count on the stated rates, not on these rows.
